High-throughput results from PubChem BioAssay.
mHtt clearance = compounds clearing mutant huntingtin protein; HeLa Exon1htt(103Q)mCFP, aggregate imaging; zero = plate's median compound well; inhibition, % at 1.5 µM; hit rate 0.42% among 47,000;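 active = inhibition of aggregate fluorescence above about 70%, also judged a hit by eye on the cell image, limit read from the data, passing the limit was not always enough; inconclusive = no rule stated for this call; inactive = not judged a hit on image review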;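 also: cells exposed to compound for three days before fixation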
mHtt clearance grain fraction = further read-out of mHtt clearance, marked with its call; fraction fluorescence in grains; measured here: aggregate grain fluorescence fraction; stronger effect = lower value;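 scaled fraction of total cell fluorescence in grains with unit not stated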
Starred values were filed as active, the others as inactive; ? = inconclusive; . = no result given. A portion of the library; the hit share may differ from the screen's.

SMILES	mHtt clearance	mHtt clearance grain fraction
Cc1nn(-c2cccc3cccnc23)c(=O)c2ccccc12	-55	32
O=C(NCc1cccnc1)C1COc2ccccc2O1 (stereo not given)	-41	56
CC(C)CN(CC(C)C)c1nnc(NC(=O)Cn2c(=O)oc3ccccc32)s1	21	32
Cc1ccc(S(=O)(=O)NCc2ccco2)c(C)c1C	-16	24
CCCCOc1ccccc1NC(=O)c1ccco1	-4	22
CC(=O)Nc1ccc(S(=O)(=O)NCCSc2ccccn2)cc1	10	18
CCCNC(=O)NCCc1ccncc1	-37	31
CCN(CC)C(=O)N1CCn2c(nc3ccccc32)C1	34	12
COc1ccc(C2C3=C(CCCC3=O)Nc3c(-c4ccccc4)c(C)nn32)cc1 (stereo not given)	-31	52
Cc1ccc2[nH]c(=O)c(CN(CCCN(C)C)C(=O)Nc3ccc(Cl)cc3)cc2c1	-12	22
CCOC(=O)C1C(=O)Nc2nc3ccccc3n2C1C(C)C (stereo not given)	-1	43
COc1ccc(N2CCN(C(=O)CSc3nnc(-c4ccc5[nH]c(C)c(C)c5c4)o3)CC2)cc1	0	38
CCn1nccc1C(=O)Nc1nc2ccccc2n1CCN1CCCCC1	32	29
CC(=O)c1cccc(NC(=O)C2CCN(S(C)(=O)=O)CC2)c1	-9	19
O=S(=O)(c1ccccc1)N1CCn2c(nc3ccccc32)C1	31	36
CCn1c(SCC(=O)Nc2oc(-c3ccccc3)c(-c3ccccc3)c2C#N)nnc1-c1ccncc1	32	19
Cc1nc(CC(=O)c2c(C)cc(O)cc2O)cs1	1	37
CC1N=C2c3ccccc3N=C(SCc3cc(=O)n4cc(Cl)ccc4n3)N2C1=O (stereo not given)	-3	20
CCCOc1ccc(C2C(=O)N(C3CCCCC3)CC(=O)N2CCCOCC)cc1OC (stereo not given)	-9	21
CN1CCCC(OC(=O)COc2ccc(Br)cc2)C1 (stereo not given)	-10	22

Whole records, quoted from the list. Screens in order: mHtt clearance, mHtt clearance grain fraction
`CCn1nccc1C(=O)Nc1nc2ccccc2n1CCN1CCCCC1` is listed as 32, 29
`Cc1nc(CC(=O)c2c(C)cc(O)cc2O)cs1` is listed as 1, 37

(continued)
SMILES	mHtt clearance	mHtt clearance grain fraction
COc1cc(Cl)c(C)cc1NC(=O)CSc1ccc(C)cc1	-58	48
c1ccc(CCc2nn3c(Cc4ccccc4)nnc3s2)cc1	-74	65
CCCOC(=O)CSc1nnc(-c2ccccc2Cl)o1	20	24
COc1nc(-c2ccccc2)cc(-c2ccccc2)n1	46	22
CCCC(=O)N=C1SC2CS(=O)(=O)CC2N1c1ccc(C(C)=O)cc1 (stereo not given)	10	18
COc1ccc(C2=NOC(C(=O)Nc3c(C)n(C)n(-c4ccccc4)c3=O)C2)cc1 (stereo not given)	-34	61
CC/C(O)=N\S(=O)(=O)c1ccc(N=NN(C)C)cc1	14	15
Cc1cc2n(n1)C(c1ccc(O)cc1)Nc1ccccc1-2 (stereo not given)	-4	21
O=P(O)(CN1CCCCCC1)CN1CCCCCC1	-9	23
Cc1ccc(CN(c2ccc(C(=O)Nc3ccc4c(c3)OCO4)cc2)S(C)(=O)=O)cc1	-4	32
Cc1ccccc1Cn1c(=O)n(Cc2ccco2)c(=O)c2ccccc21	32	13
COc1ccc(Cl)cc1C(=O)Nn1cnc2ccccc2c1=O	-20	41
CCOC(=O)Oc1ccc2oc(C)c(C(=O)OCCOC)c2c1	4	21
Cc1ccc(N(CC(O)CN(C)C)S(=O)(=O)c2ccccc2)cc1 (stereo not given)	43	22
Cc1nn(-c2nc3ccccc3n2Cc2ccccc2)c2c1C(=O)CC(C)(C)C2	-8	19
Cc1ccccc1NS(=O)(=O)c1cc(C(N)=O)ccc1C	-30	26
CC1CC(C)CN(C(=O)CN2CCN(Cc3ccc(Cl)cc3)C2=O)C1 (stereo not given)	-2	21
COc1cccc(C(=O)CN2CCC(NC(=O)NC3CCCCC3)CC2)c1	-68	32
CCOc1ccc(NC(=O)c2ccc(CNc3c(NC4CCCCC4)c(=O)c3=O)cc2)cc1	-118	80
Cc1[nH]nc2c1C(c1ccccc1F)CC(=O)N2 (stereo not given)	28	27
Cc1cnc(C(=O)Nc2ccc3c(c2)CCC3)cn1	29	16
Cc1ccc(-c2nnn(CC(=O)NC3CC4CCC3C4)n2)cc1 (stereo not given)	-41	62
CCCCn1c(=N)n(CC(O)COc2ccc(C)cc2)c2ccccc21 (stereo not given)	-170	91
Cn1c(=O)c2c(nc(N3CCCCCC3)n2CC(=O)c2ccccc2)n(C)c1=O	-35	30
COCCn1c(C)cc(C(=O)CSc2nnc3scc(-c4ccc(Cl)cc4)n23)c1C	24	13
COc1ccc(CSc2nc(C)cc(=O)[nH]2)cc1	-164	55
CN(C(=O)CSc1ncccc1C(=O)O)c1ccccc1	17	29
COc1cc(C)c(Br)cc1S(=O)(=O)N1CCCC1	22	13
O=C(c1cccc(F)c1)N1CCN(C(=O)c2cc(-c3ccc(Cl)cc3Cl)on2)CC1	?	.
COc1ccc(S(=O)(=O)N2CCC(NC(=O)Nc3ccc(C)cc3)CC2)cc1	-30	27
Cc1cc(Br)c(S(=O)(=O)n2nnc3ccccc32)cc1C	1	18
O=S(=O)(NCC1CCCO1)c1ccc2c(c1)OCCO2 (stereo not given)	-82	34
COc1ccc(C/C(=N\O)c2ccc(OC)cc2)cc1	-61	64
Cc1nn(C(C)c2n[nH]c(=S)n2-c2ccc(F)cc2)c(C)c1[N+](=O)[O-] (stereo not given)	45	9.9
CCC(=O)Nc1ccc(-c2nn3c(C)nnc3s2)cc1C	10	26
COC(=O)c1cc(=O)n(CCc2ccc(OC)c(OC)c2)c(=Nc2ccc(F)c(Cl)c2)s1	-6	48
COc1ccc2c(c1)cc(C(=O)O)n2C	62	7.5
O=C(CN1CCN(c2ccc(F)cc2)CC1)OCc1ccccc1	-48	30
CCn1cnc2sc(C(=O)O)c(C)c2c1=O	8	16
O=C(Nc1ccccc1)N(CCc1nc2ccccc2[nH]1)C1CCCC1	14	18
COc1cc(C)nc(N2CCCC(C(=O)Nc3cccc(Cl)c3Cl)C2)n1 (stereo not given)	3	20
O=C(c1ccco1)c1nc2c(n1O)CCCCC2	7	15
COc1ccc2[nH]c(=O)c(CN(C(=O)C3CCCO3)c3ccc(C)cc3)cc2c1 (stereo not given)	31	28
CC(C)(C)OC(=O)N[C@@H](Cc1c[nH]c2ccccc12)c1nnc(SCC(N)=O)o1	4	29
O=C(CN(C1CCCCC1)S(=O)(=O)c1ccccc1)N1CCCC1	-207	61
COc1ccccc1-c1nc(S(=O)(=O)c2ccc(Cl)cc2)c(N(C)C)o1	-21	25
Cn1c(SCc2cccc3ccccc23)nnc1-c1ccco1	56	8.3
CCc1cccc(NC(=O)Cn2cccc2)c1	-9	37
Cc1ccc(-n2nc3c(c2NC(=O)c2cccs2)CSC3)cc1	-17	43
CCOC(=O)c1c(CN2CCCCC2)oc2ccc(O)cc12	36	13
CCOn1c(=O)c(-c2ccc(OC)c(OC)c2)[n+]([O-])c2ccccc21	26	28
Cc1cc(N2CCC(C)CC2)nc2cccc(O)c12	4	45
CCSc1nnc(NC(=O)c2csc3c2CCCC3)s1	-49	31
COc1ccc(OC)c(NC(=O)c2nnn(Cc3ccccc3C)c2N)c1	-33	59
COc1ccc(S(=O)(=O)N2CCCCC2)cc1Br	-28	25
O=C(CN(Cc1ccccc1F)S(=O)(=O)c1ccc(Cl)cc1)NCCC1=CCCCC1	53	9.8
COC(=O)C1CCN(C(=O)Cc2ccc(OC)c(OC)c2)CC1	-71	35
CCn1c(CSc2nc3ccccc3[nH]2)n[nH]c1=S	52	9.9
Cc1ccc(-c2nc(CSCC(=O)NCCCN3CCOCC3)c(C)o2)cc1	-6	39
CCOC(=O)c1[nH]c2ccccc2c1NC(=O)c1ccc(Br)o1	-109	45

Carrying on.
SMILES	mHtt clearance	mHtt clearance grain fraction
COc1ccc(OC)c(-n2nnnc2SCC(=O)O)c1	-28	23
CC1(C)CC(=O)c2c(oc3cc(O)c(O)cc23)C1	15	24
CCOC(=O)N1CCN(C(=O)CN(c2ccc(OCc3ccccc3)cc2)S(C)(=O)=O)CC1	58	8.2
CC(NC(=O)c1cc2ccccc2o1)C(=O)O (stereo not given)	-20	44
O=c1[nH]c2cc3c(cc2cc1C(c1nnnn1CC1CCCO1)N1CCCCCC1)OCCO3 (stereo not given)	27	14
Cc1cc(C)n2nc(SCC(=O)c3ccccc3)nc2n1	-43	27
Cc1ccc(-n2c(SCC(=O)Nc3ccc4c(c3)OCCO4)nnc2-c2ccco2)cc1	72*	5.7*
O=C(CSc1nnc(Cc2cc(=O)[nH]c(=O)[nH]2)n1-c1ccccc1)N1CCCCC1	-343	200
O=C1CCCC2=C1C1(O)C(=O)c3ccccc3C1(O)O2 (stereo not given)	11	30
Cc1ccc(-c2nnc(SCC(C)C)n2C)cc1	27	32
CCOCCCN1C(=O)CN(C2CCCCC2)C(=O)C1c1ccc(OCC)c(OC)c1 (stereo not given)	-17	26
COc1ccc(-c2noc(CN(C)S(=O)(=O)c3ccccc3)n2)cc1OC	5	19
O=C(Nc1nc2n(n1)C(c1ccc(Cl)cc1)CC(c1ccc(Cl)cc1)N2)c1ccco1 (stereo not given)	-13	39
COc1ccccc1-c1ccc(=O)n(CC(=O)Nc2ccc(C(=O)N3CCCC3)cc2)n1	-5	39
O=C(NC(=S)Nc1ccccc1)c1csnn1	-86	40
COC(=O)c1ccc(NC(=O)Cn2nc(-c3ccncc3)nc2SCC(=O)Nc2nccs2)cc1	1	37
CCOC(=O)Cn1c(N2CCCCCC2)nc2c1c(=O)[nH]c(=O)n2C	-23	45
OC(CNCCCN1CCCCC1)COc1ccccc1 (stereo not given)	-6	41
O=C1CN(C(=O)c2ccco2)C(c2ccc(F)cc2)c2cc(Cl)ccc2N1 (stereo not given)	14	17
CC1=NN(c2cccc(C(=O)O)c2)C(=O)/C1=C\C=C\c1ccco1	50	8.9
CCCS(=O)(=O)N1CCCC(C(=O)NC2CCCCC2)C1 (stereo not given)	-29	27
CC(=O)Nc1ccc(OCC(O)Cn2nc(C)c(C(C)=O)c2C)cc1 (stereo not given)	-88	31
CCOC(=O)c1[nH]c2ccccc2c1NC(=O)CN(C)C	-4	20
CNC(=O)c1[nH]cnc1C(=O)Nc1ccccc1C	-8	21

Entries above that contain an aryl thioether with sulfur outside any ring (18):
SMILES	mHtt clearance	mHtt clearance grain fraction
CC(=O)Nc1ccc(S(=O)(=O)NCCSc2ccccn2)cc1	10	18
COc1ccc(N2CCN(C(=O)CSc3nnc(-c4ccc5[nH]c(C)c(C)c5c4)o3)CC2)cc1	0	38
CCn1c(SCC(=O)Nc2oc(-c3ccccc3)c(-c3ccccc3)c2C#N)nnc1-c1ccncc1	32	19
COc1cc(Cl)c(C)cc1NC(=O)CSc1ccc(C)cc1	-58	48
CCCOC(=O)CSc1nnc(-c2ccccc2Cl)o1	20	24
COCCn1c(C)cc(C(=O)CSc2nnc3scc(-c4ccc(Cl)cc4)n23)c1C	24	13
COc1ccc(CSc2nc(C)cc(=O)[nH]2)cc1	-164	55
CN(C(=O)CSc1ncccc1C(=O)O)c1ccccc1	17	29
CC(C)(C)OC(=O)N[C@@H](Cc1c[nH]c2ccccc12)c1nnc(SCC(N)=O)o1	4	29
Cn1c(SCc2cccc3ccccc23)nnc1-c1ccco1	56	8.3
CCSc1nnc(NC(=O)c2csc3c2CCCC3)s1	-49	31
CCn1c(CSc2nc3ccccc3[nH]2)n[nH]c1=S	52	9.9
COc1ccc(OC)c(-n2nnnc2SCC(=O)O)c1	-28	23
Cc1cc(C)n2nc(SCC(=O)c3ccccc3)nc2n1	-43	27
Cc1ccc(-n2c(SCC(=O)Nc3ccc4c(c3)OCCO4)nnc2-c2ccco2)cc1	72*	5.7*
O=C(CSc1nnc(Cc2cc(=O)[nH]c(=O)[nH]2)n1-c1ccccc1)N1CCCCC1	-343	200
Cc1ccc(-c2nnc(SCC(C)C)n2C)cc1	27	32
COC(=O)c1ccc(NC(=O)Cn2nc(-c3ccncc3)nc2SCC(=O)Nc2nccs2)cc1	1	37
